NTR1 ag = agonists of NTR1, primary screen, imaging, U2OS cells, beta-arrestin-GFP, high content (AID 493036). Neurotensin receptor type 1 (Homo sapiens), P30989. NTR1-U2OS beta-arrestin-GFP spot imaging, agonist mode. activation, % at 20 µM. hit rate 0.17% among 330,000;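 active means activation at or above 40% of the spot to cytoplasm intensity ratio, with at least 20 cells analyzed; inconclusive means wells under 20 cells, flagged as cytotoxic or low count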;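 further: 0% = DMSO without peptide and 100% = 100 nM NTR1 peptide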
Target sequence (P30989 whole entry, looked up): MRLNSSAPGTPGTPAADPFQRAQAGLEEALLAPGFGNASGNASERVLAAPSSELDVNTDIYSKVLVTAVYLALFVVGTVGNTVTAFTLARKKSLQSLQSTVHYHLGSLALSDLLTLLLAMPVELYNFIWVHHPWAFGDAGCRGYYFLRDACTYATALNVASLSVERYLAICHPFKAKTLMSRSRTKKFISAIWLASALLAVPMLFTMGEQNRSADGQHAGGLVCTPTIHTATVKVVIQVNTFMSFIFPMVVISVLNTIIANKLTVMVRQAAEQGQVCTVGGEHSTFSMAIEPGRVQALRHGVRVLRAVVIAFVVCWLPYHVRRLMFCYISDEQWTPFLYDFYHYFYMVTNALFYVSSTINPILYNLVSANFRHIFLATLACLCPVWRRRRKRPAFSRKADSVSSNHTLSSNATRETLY
K1F lysis inhibition = inhibition of K1F phage lysis, E. coli UTI89, bacterial capsule biogenesis inhibitors, alamar blue (AID 488966); E. coli UTI89 K1F phage lysis, alamar blue, 2 h; higher % means a stronger effect; hit rate 0.02% among 340,000; inhibition, % at 100 µM, or IC50 in µM where a hit was titrated;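 active means phage lysis inhibition, versus mean bacterial control, above a set limit; inconclusive means no clear call, values can overlap the other calls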;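 further: capsule biogenesis inhibitors block K1F phage lysis so surviving cells raise fluorescence; higher fluorescence means more inhibition of phage lysis; actives were called in the ten point dose series up to 300 µM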
SV40 large T antigen = SV40 large T antigen inhibitors, biochemical (AID 1903) | SV40 large T antigen ATPase/helicase inhibition assay; higher % means a stronger effect | inhibition, % at 20 µM, or IC50 in µM where a hit was titrated | hit rate 0.39% among 310,000; in the data active means a potency from the dose series; inconclusive means inhibition mostly from about 32% at the one dose, without a potency; inactive means the rest, 99 in 100 with inhibition below about 32%; further: strong numbers were not always called active
PhoP inhibition = inhibitors of PhoP regulon expression, primary screen, Salmonella Typhimurium, GFP reporter (AID 1863); S. Typhimurium PhoP-regulated promoter GFP reporter, 4 h; higher % means a stronger effect; inhibition, % at 50 µM, or IC50 in µM where a hit was titrated; hit rate 0.16% among 300,000;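 active means inhibition over 29.93%, a cutoff 3 SD above the screen mean, later confirmed by dose response; inconclusive means inhibition over 29.93% but no dose response follow-up; inactive means inhibition at most 29.93% or unconfirmed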;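 further: 0% = low Mg2+ inducing control and 100% = high Mg2+ repressing control; strong numbers were not always called active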
RSV CPE inhibition = RSV antiviral activity via CPE protection, HEp-2 cells, primary 10 µM value included (AID 2391) | HEp-2 cells, RSV-induced CPE inhibition; higher % means a stronger effect | CPE inhibition, % at 10 µM, or IC50 in µM where a hit was titrated | hit rate 0.13% among 310,000; in the data active means a potency from the dose series; inconclusive means CPE inhibition mostly from about 23% at the one dose, without a potency; inactive means the rest, 99 in 100 with CPE inhibition below about 21%; further: strong numbers were not always called active
West Nile antiviral = West Nile virus antiviral activity, cell-based, CPE readout (AID 1621) | West Nile virus-infected cells, CPE inhibition; higher % means a stronger effect | CPE inhibition, % at 10 µM, or IC50 in µM where a hit was titrated | hit rate 0.02% among 290,000; in the data active means a potency from the dose series; inconclusive means CPE inhibition mostly from about 3.7% at the one dose, without a potency; inactive means the rest, 99 in 100 with CPE inhibition below about 2.2%; further: strong numbers were not always called active
T cell HTS = modulators of CD8 T cell-vesicle binding, primary screen, mouse 2C CD8+ T cells, flow cytometry; 2C CD8+ T cell-vesicle binding; stronger effect = lower value; calls only at 7 µM; hit rate 0.068% among 330,000;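 active means response, share of CD8 T cells binding vesicles, and their 90th percentile fluorescence all below set limits, cut at about 80% in these data, passing the limit was not always enough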
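Material: 2C TCR transgenic mouse naive CD8+ T cells, MACS-purified. Also added: QL9-charged Drosophila Ld/ICAM-1/B7-1 vesicles. Timing: binding 1.5 h at 37 °C. Measured by: high-throughput flow cytometry with anti-B7-1 and anti-CD8 staining. Read-out: percent CD8+ FL2 mean versus row control. Controls: Unloaded micro-vesicles (low), QL9 vesicles with 0.7% DMSO (high).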
Rac1 GTP hydrolysis = MgcRacGAP GTPase-activating activity inhibitors, confirmation, biochemical, ADP Hunter fluorescence; inhibition, % at 30 µM; hits with a dose series show IC50 in µM; hit rate 0.6% among 340,000; MgcRacGAP-stimulated Rac1 GTP hydrolysis, ADP Hunter fluorescence; higher % means a stronger effect; GST-tagged Rac1 F28L mutant substrate;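 active means first-screen hits whose inhibition reached a set limit at any dose in the follow-up dose series; inconclusive means inhibition above the set first-screen limit but never retested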;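 further: fluorescence reports GDP produced by GAP-driven GTP hydrolysis; strong numbers were not always called active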
NS5 inhibitors = Dengue-2 NS5 methyltransferase inhibitors, primary screen, biochemical, confirmation dose response (AID 588689) | Dengue-2 NS5 methyltransferase capping enzyme assay, biochemical; higher % means a stronger effect | one-dose inhibition, % at 25 µM; IC50 in µM for titrated hits | hit rate 0.3% among 340,000; in the data active means a potency from the dose series; inconclusive means inhibition above about 29% without an active follow-up result
T cell HTS vesicle-bound % = recorded beside T cell HTS, whose call it bears; double positive events, %; measured here: CD8+ vesicle-bound cell fraction;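 binding gate set so that unloaded-vesicle control wells show 10% double positive cells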
NTR1 ag cell count 20 µM = further read-out of NTR1 ag, marked with its call; cell count; measured here: cell count, cytotoxicity flag
* hit, by the source's call; i = inactive; ? = inconclusive; . = no result given; [ ] = dose if it differs, or a comment.

Second line of a record – NTR1 ag | NTR1 ag cell count 20 µM | K1F lysis inhibition | SV40 large T antigen | PhoP inhibition | RSV CPE inhibition | West Nile antiviral | T cell HTS | T cell HTS vesicle-bound % | Rac1 GTP hydrolysis | NS5 inhibitors
> CC(C)=CC(=O)Nc1ccc(S(=O)(=O)Nc2onc(C)c2C)cc1
  -1.3 | 66 | -0.1% | 8% | -5% | 0.4% | 0.5% | i | 63 | 6% | -4%
> O=c1[nH][nH]cc1C=Nc1ccc(Cl)cc1Cl
  -1.0 | 91 | 0.2% | -1% | 6% | 0.0% | 0.5% | i | 53 | 56% | -8%
> Cc1cc(C)c2c(c1)SC1=NC(c3ccccc3)(C(F)(F)F)NC(=O)N12 (centres undefined)
  1.0 | 65 | -0.5% | 5% | 11% | 9.2% | 0.1% | i | 18 | 2% | -1%
> Cc1ccc(N2CC(=O)N(NC(=O)Nc3ccc(Cl)c(Cl)c3)CC2=O)cc1
  8.0 | 62 | -1.4% | 14% | -1% | . | -0.1% | i | 22 | 1% | 5%
> CC1(C)CC(N2CCC(=O)NC2=S)CC(C)(C)N1
  0.2 | 73 | 0.3% | 12% | . | -0.8% | . | i | 31 | 9% | -5%
> O=C1C2C3C=CC(C3)C2C(=O)N1c1n[nH]c(CCc2ccccc2)n1 (centres undefined)
  -0.9 | 51 | 0.6% | 6% | 3% | 2.9% | -0.1% | i | 17 | 0% | -3%
> O=C(/C=C/c1ccc(Cl)cc1)NC(=S)Nc1ccccc1C(=O)O
  1.9 | 62 | -0.1% | 28% | 3% | 6.2% | 0.2% | i | 29 | 22% | 15%
> O=C(/C=C/c1cccc([N+](=O)[O-])c1)OCC(=O)N1CCN(C(=O)c2ccco2)CC1
  3.3 | 52 | 0.0% | . | . | . | . | i | 47 | 4% | 0%
> c1ccc2c(c1)Oc1ccccc1S2
  1.8 | 46 | 0.9% | . | . | 0.9% | . | i | 20 | 1% | -5%
> CN(C)S(=O)(=O)Oc1ccccc1C(=O)Nc1ccccc1Cl
  -0.9 | 85 | 0.2% | 10% | 7% | 1.3% | 0.3% | i | 34 | 5% | -7%
> COc1cccc(CSCC(=O)NCCc2ccccc2)c1OC
  -0.1 | 75 | 0.1% | 9% | -9% | 2.1% | 0.0% | i | 26 | . | -9%
> Cc1ccc(C(=O)NCCNc2nc3cc(C)c(C)cc3cc2C)cc1
  4.3 | 74 | 0.1% | 11% | -6% | -0.5% | -0.1% | i | 45 | 10% | -7%
> O=C(COC(=O)c1ccc([N+](=O)[O-])s1)NC(c1ccccc1)c1ccccc1
  4.9 | 70 | -0.3%[50 µM] | 4% | -11% | 0.9% | 0.1% | i | 54 | 6% | 0%
> O=C(Nc1ccc(Nc2ccccc2)cc1)C1CC1
  -0.2 | 73 | -3.0% | 33% | 2% | 0.8% | -0.3% | i | 8 | 51µM* | -2%
> O=C(O)c1cccc(S(=O)(=O)Nc2cccc(S(=O)(=O)Nc3ccc(Br)cc3)c2)c1
  -0.8 | 50 | 0.6%[50 µM] | . | . | . | . | . | . | 4% | 2%
> Cc1ccc(S(=O)(=O)Nc2ccc(Cl)cc2C(=O)c2ccccc2)cc1
  0.6 | 66 | -3.4% | 13% | -8% | 4.7% | -1.0% | i | 23 | -3% | -4%
> O=C1OC(Cc2ccccn2)C(O)=C1C1=NCCCN1 (centres undefined)
  -3.3 | 95 | 0.1% | 18% | 2% | 0.3% | -0.5% | i | 4 | -3% | 2%
> CN(C)CCNC(=S)NC1CCCCC1
  0.7 | 42 | 1.1% | 1% | -4% | -0.1% | 0.6% | i | 34 | 2% | -8%
> Cc1nc(OCc2c(C)noc2C)c2ccccc2n1
  0.8 | 45 | 0.2% | 11% | -5% | 0.7% | -0.6% | i | 27 | 6% | .
> Cn1c(=O)n(CCCOc2ccc(Br)cc2)c2ccccc21
  4.5 | 37 | 0.3% | -3% | 2% | 6.0% | 74% | i | 25 | 12% | -1%
> O=C(N1CCN(c2ccccc2)CC1)C12CC3CC(CC(C3)C1)C2
  -1.5 | 48 | 4.2% | 6% | -2% | 0.0% | 0.1% | i | 50 | 12% | 4%
> COC(=O)c1nn(-c2ccccc2)c(=O)cc1O
  0.9 | 36 | -1.5% | 0% | -4% | -1.2% | 0.0% | i | 51 | 4% | -3%
> CN(C1CCCCC1)S(=O)(=O)Cc1ccccc1
  -0.2 | 77 | 7.0% | 16% | 2% | . | 0.1% | i | 24 | 4% | -6%
> O=C1CSC(=S)N1c1ccc(F)cc1
  1.6 | 52 | . | 11% | 30% | 5.8% | -0.7% | i | 57 | . | .
> COC(=O)Cn1c(=NC(=O)c2ccc(S(=O)(=O)N3CCc4ccccc4C3)cc2)sc2cc(OC)ccc21
  -1.4 | 61 | 0.2%[50 µM] | 12% | 3% | 3.6% | -1.5% | i | 47 | 2% | -1%
> Cc1ccccc1NC(=S)NCCC(c1ccccc1)c1ccccc1
  6.1 | 50 | 0.4% | -3% | 4% | ? | 1.8% | i | 55 | 3% | -5%
> Cc1ccc(Cn2c(SCC(=O)N/N=C/c3ccc(C)o3)nc3ccccc32)cc1
  2.5 | 38 | -1.6% | 2% | 2% | 7.4% | -1.1% | i | 26 | 2% | -1%
> COc1cccc(C2/C(=C(/O)c3cnn(-c4ccccc4)c3C)C(=O)C(=O)N2CCN(C)C)c1 (centres undefined)
  -0.6 | 45 | -0.1% | -2% | -6% | 1.3% | . | i | 43 | 5% | -5%
> O=c1c2cc(Br)ccc2[nH]c(=S)n1Cc1cccnc1
  -3.3 | 45 | -0.2% | -7% | -3% | 1.3% | . | i | 45 | -1% | -6%
> COC(=O)c1ccccc1NC(=O)CN1CCC(n2nnc3cc(C(F)(F)F)ccc32)CC1
  1.1 | 53 | 0.1% | 7% | -9% | -1.4% | . | i | 56 | 13% | -3%

Further results:
canonical_smiles	NTR1 ag	NTR1 ag cell count 20 µM	K1F lysis inhibition	SV40 large T antigen	PhoP inhibition	RSV CPE inhibition	West Nile antiviral	T cell HTS	T cell HTS vesicle-bound %	Rac1 GTP hydrolysis	NS5 inhibitors
Nc1ccc2c(c1)C(=O)c1ccccc1-2	-0.5	47	-0.8%	30%	.	.	.	i	51	18%	1%
CC(C)NS(=O)(=O)c1ccc(CCC(=O)N2CCOCC2)cc1	0.0	92	0.3%	2%	7%	0.9%	0.8%	i	30	6%	-6%
O=C(CSc1nnnn1-c1ccc2c(c1)OCCO2)N1CCc2ccccc21	0.7	42	2.7%	-6%	18%	-0.4%	-0.5%	i	35	2%	-2%
Brc1cnc2nc(SCc3nc4ccccc4[nH]3)[nH]c2c1	-0.2	60	.	15%	17%	?	-0.5%	i	5	.	.
COc1ccc(S(=O)(=O)N2CN3CCN(C3)C2)cc1OC	0.8	46	-0.1%	12%	-1%	-0.6%	0.4%	i	46	8%	1%
O=C(OCc1c(Cl)cccc1Cl)c1cccnc1	-1.1	53	4.0%	9%	0%	2.6%	2.0%	i	52	8%	0%
S=C1NC[C@H](c2ccccc2)N1CC1CCCCC1	-0.3	93	-0.8%	2%	-11%	-1.6%	-0.1%	i	12	0%	-4%
COc1ccc(C(C(=O)NC2CCCC2)N(Cc2ccccc2)C(=O)CNC(=O)c2ccco2)cc1 (centres undefined)	3.3	62	1.1%	3%	-3%	0.4%	-0.7%	i	14	0%	-5%
Nc1ccccc1OCCOCCOCCOc1ccccc1N	-0.2	77	0.4%	26%	-6%	-1.2%	0.0%	i	9	3%	0%
Nc1cc(OC(=O)c2ccc(F)cc2)nn1S(=O)(=O)c1ccc(F)cc1	2.2	45	-0.9%	4%	1%	1.4%	0.4%	i	44	12%	-7%
Cc1ccc(C)c(OCCC(=O)Nc2cccc(S(=O)(=O)NC3=NCCCCC3)c2)c1	-1.5	46	-0.6%[50 µM]	.	.	2.2%	.	i	37	2%	-12%
O=C(NCc1ccccc1)NC(=O)c1ccccc1	0.1	51	1.8%	4%	-4%	0.2%	-0.1%	i	48	8%	.
C=CCNC(=S)N1CCN(CCN=CC2=C(O)CC(c3ccco3)CC2=O)CC1 (centres undefined)	0.9	57	-1.1%	9%	12%	1.1%	-0.2%	i	53	13%	2%
CC(C)(C)c1ccc(CNc2cc(N3CCOCC3)ccc2[N+](=O)[O-])cc1	2.4	38	1.3%	21%	6%	15%	0.2%	i	61	13%	6%

Molecules listed so far that contain a Cl atom:
canonical_smiles	NTR1 ag	NTR1 ag cell count 20 µM	K1F lysis inhibition	SV40 large T antigen	PhoP inhibition	RSV CPE inhibition	West Nile antiviral	T cell HTS	T cell HTS vesicle-bound %	Rac1 GTP hydrolysis	NS5 inhibitors
O=c1[nH][nH]cc1C=Nc1ccc(Cl)cc1Cl	-1.0	91	0.2%	-1%	6%	0.0%	0.5%	i	53	56%	-8%
Cc1ccc(N2CC(=O)N(NC(=O)Nc3ccc(Cl)c(Cl)c3)CC2=O)cc1	8.0	62	-1.4%	14%	-1%	.	-0.1%	i	22	1%	5%
O=C(/C=C/c1ccc(Cl)cc1)NC(=S)Nc1ccccc1C(=O)O	1.9	62	-0.1%	28%	3%	6.2%	0.2%	i	29	22%	15%
CN(C)S(=O)(=O)Oc1ccccc1C(=O)Nc1ccccc1Cl	-0.9	85	0.2%	10%	7%	1.3%	0.3%	i	34	5%	-7%
Cc1ccc(S(=O)(=O)Nc2ccc(Cl)cc2C(=O)c2ccccc2)cc1	0.6	66	-3.4%	13%	-8%	4.7%	-1.0%	i	23	-3%	-4%
O=C(OCc1c(Cl)cccc1Cl)c1cccnc1	-1.1	53	4.0%	9%	0%	2.6%	2.0%	i	52	8%	0%

Arranged by the number under T cell HTS vesicle-bound % (low to high): 3 of the compounds above.
| canonical_smiles | SV40 large T antigen | PhoP inhibition | RSV CPE inhibition | West Nile antiviral | T cell HTS | T cell HTS vesicle-bound % | Rac1 GTP hydrolysis | NS5 inhibitors |
| --- | --- | --- | --- | --- | --- | --- | --- | --- |
| Nc1ccccc1OCCOCCOCCOc1ccccc1N | 26% | -6% | -1.2% | 0.0% | i | 9 | 3% | 0% |
| COc1ccc(S(=O)(=O)N2CN3CCN(C3)C2)cc1OC | 12% | -1% | -0.6% | 0.4% | i | 46 | 8% | 1% |
| CC(C)(C)c1ccc(CNc2cc(N3CCOCC3)ccc2[N+](=O)[O-])cc1 | 21% | 6% | 15% | 0.2% | i | 61 | 13% | 6% |

Screening data as filed in PubChem BioAssay.
